Rab9 promoter act – activates the Rab9 promoter | AID 485297 | Huh7 Rab9 promoter-luciferase reporter, luminescence, 24 h | Potency, µM (highest dose often 9.22 µM), inactives show at the highest dose activation, negative = inhibition, most hits filed as activators | 320,000 compounds, 2.8% hits; also: % of control where 0% means no effect; nearly all actives have a fitted effect of over 60% in size
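Cells were plated at 1500 per well in reduced-serum medium with 10% FBS and left 2 h. Compound in DMSO was then added for 24 h at 37 °C. Reporter signal was read by luminescence after 10 min with luciferase detection reagent.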
NPC1 prom act – activates the NPC1 promoter | Huh7 NPC1 promoter luciferase reporter, 24 h | Potency, µM (highest dose often 9.22 µM), inactives show at the highest dose activation, hits mostly activators | 320,000 compounds, 2.4% hits | AID 485313;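 also: % of control where 0% means no effect; nearly all actives have a fitted effect of over 60% in size; reporter is driven by a mutant NPC1 promoter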
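Quantitative HTS used a cell-based reporter: Huh7 cells stably bearing the NPC1 promoter upstream of luciferase were treated with compounds for 24 h, and promoter activation was read as luminescence.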
MBNL1 CUG block – inhibitors of human MBNL1 binding to CUG repeat RNA; Q9NR56; TR-FRET MBNL1-His/biotin-(CUG)12 binding, 665/545 ratio; Potency, µM (highest dose often 57.5 µM), inactives show at the top dose activity change, negative = inhibition, usual class: inhibitors; 280,000 compounds, 0.036% hits; active = well fitted inhibition curve with a large enough effect in the signal ratio, with a control signal flat, not every such curve was filed as active; inconclusive = small, poorly fitted or top-dose-only effect, or effect the other way, or a change in a side signal; inactive = no such curve, though single readings can be large or run the other way; the % refers to the signal ratio; also: % is scaled to controls: 0 for no effect and ±100 for the full control effect
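TR-FRET readout: Ex 340 nm, 665/545 nm emission ratio, normalized to buffer-only (basal) and MBNL1-(CUG)12 controls. Complex of MBNL1-His with Biotin-(CUG)12, compounds 92 nM–58 uM, incubated 60 min at room temperature.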
RORgamma inh – inhibitors of mouse ROR gamma transcriptional activity | P51450 | Drosophila S2 Gal4-RORgamma UAS-luciferase reporter, 20 h | Potency, µM (series often up to 53.6 µM), inactives show top-dose activity change, negative = inhibition, hits mostly inhibitors | 310,000 compounds, 5.4% hits; also: % is scaled to controls: 0 for no effect and ±100 for the full control effect; nearly all actives have a fitted effect of over 60% in size
Target sequence (P51450 whole entry, looked up, the tested form may be a part): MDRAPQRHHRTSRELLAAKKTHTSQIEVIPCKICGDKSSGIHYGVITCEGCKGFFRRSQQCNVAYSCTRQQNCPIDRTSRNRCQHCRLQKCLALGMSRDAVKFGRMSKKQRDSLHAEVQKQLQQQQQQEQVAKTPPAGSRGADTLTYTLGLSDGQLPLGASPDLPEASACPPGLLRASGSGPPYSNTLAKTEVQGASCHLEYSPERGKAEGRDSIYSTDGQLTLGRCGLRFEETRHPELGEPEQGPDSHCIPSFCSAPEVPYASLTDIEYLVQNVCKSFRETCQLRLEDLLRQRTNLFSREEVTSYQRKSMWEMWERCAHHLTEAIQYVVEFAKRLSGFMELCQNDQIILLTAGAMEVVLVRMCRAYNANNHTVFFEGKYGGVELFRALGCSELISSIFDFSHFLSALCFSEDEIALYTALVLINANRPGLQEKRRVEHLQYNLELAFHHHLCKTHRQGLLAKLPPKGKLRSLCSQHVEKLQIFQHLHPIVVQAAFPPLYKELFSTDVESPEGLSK
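ROR gamma transcriptional activity was tracked as Gal4-UAS luciferase output in stably transfected Drosophila Schneider cells, with compound added 1 hr before 700 uM copper sulfate induction and a 20 hr ambient-temperature incubation.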
VP16 counter – Gal4-VP16 reporter inhibition counter-screen; Drosophila S2 Gal4-VP16 UAS-luciferase, luminescence, 20 h; Potency, µM (doses to about 53.6 µM), without a hit: at the top dose activity, negative = inhibition, most hits filed as inhibitors; 310,000 compounds, 3.5% hits; AID 2546;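 also: Gal4-VP16 expression switched on by copper sulfate through the metallothionein promoter; % is scaled to controls: 0 for no effect and ±100 for the full control effect; nearly all actives have a fitted effect of over 50% in size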
BRCA1 expr up – BRCA1 expression activation. 380,000 compounds, 1.1% hits. MCF7-BRCA1-FFLuc reporter, luminescence, 48 h; response scale: scaled: vehicle 0%, 10 µM genistein 100%. Potency, µM (doses to about 46.1 µM), inactives show at the top dose activation, most hits filed as activators; also: nearly all actives have a fitted effect of over 80% in size; some results filed as inactive show a strong effect at the top dose
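MCF7-BRCA1-FFLuc, 2000 cells/well; 2 h attach, 37 °C/5% CO2; compound 48 h; luciferase substrate 15 min; luminescence end-point. Norm. to genistein 10 microM max activation and DMSO; concentration-response curves fitted.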
p53 reactivator – restores transcriptional activity of mutant p53 | 320,000 compounds, 0.063% hits | Potency, µM (titrated, usually from 92.2 µM), without a hit: at the highest dose activity change, positive = activation, most hits filed as activators | H1299 p53-A138V BP100-luciferase reporter, luminescence, 24 h; also: % of control where 0% means no effect; nearly all actives have a fitted effect of over 45% in size
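H1299 (p53-null), stable ts p53-A138V + BP100-Luc; 1000 cells/well, Opti-MEM/10% FBS; cpd 4 pt, 1:5; 24 h, 37 deg C, 5% CO2; detection reagent 10 min RT; luminescence.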
uPA generation – blocks generation of uPA at the cell surface | cell surface uPA generation assay, qHTS | 330,000 compounds, 0.31% hits | Potency, µM (top dose mostly 38.3 µM), without a hit: at the highest dose activity change, negative = inhibition, hits mostly inhibitors; active = well fitted inhibition curve with a large enough effect; inconclusive = small, poorly fitted or top-dose-only effect; inactive = no such curve, though single readings can be large or run the other way; tested in mouse RAW 264.7 cells; also: % is scaled to controls: 0 for no effect and ±100 for the full control effect; nearly all actives have a fitted effect of over 55% in size
ELG1 genotoxic – induces genotoxicity in HEK293T cells with luciferase-tagged ELG1 | 330,000 compounds, 1.3% hits | Potency, µM (titrated, usually from 46 µM), inactives show at the highest dose activity change, positive = activation, usual class: activators | HEK293T ELG1-luciferase reporter, luminescence, 16 h; also: % of control where 0% means no effect; nearly all actives have a fitted effect of over 60% in size
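Step 1: seed 2,000 HEK293T ELG1-luciferase cells per well. Step 2: add compound or DMSO, incubate 16 hr at 37 °C. Step 3: ONE-Glo, 30 min at room temperature, read luminescence.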
FLuc modulator – inhibits or activates purified firefly luciferase, miR-21 counter-screen. purified FLuc, Km substrates, luminescence inhibition. Potency, µM (top dose mostly 57.5 µM), for the others: at the top dose activity change, negative = inhibition, hits mostly inhibitors. 360,000 compounds, 6.9% hits;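 also: plate controls were vehicle for no effect and reference inhibitor for full effect; nearly all actives have a fitted effect of over 55% in size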
Target sequence (P08659 whole entry, looked up): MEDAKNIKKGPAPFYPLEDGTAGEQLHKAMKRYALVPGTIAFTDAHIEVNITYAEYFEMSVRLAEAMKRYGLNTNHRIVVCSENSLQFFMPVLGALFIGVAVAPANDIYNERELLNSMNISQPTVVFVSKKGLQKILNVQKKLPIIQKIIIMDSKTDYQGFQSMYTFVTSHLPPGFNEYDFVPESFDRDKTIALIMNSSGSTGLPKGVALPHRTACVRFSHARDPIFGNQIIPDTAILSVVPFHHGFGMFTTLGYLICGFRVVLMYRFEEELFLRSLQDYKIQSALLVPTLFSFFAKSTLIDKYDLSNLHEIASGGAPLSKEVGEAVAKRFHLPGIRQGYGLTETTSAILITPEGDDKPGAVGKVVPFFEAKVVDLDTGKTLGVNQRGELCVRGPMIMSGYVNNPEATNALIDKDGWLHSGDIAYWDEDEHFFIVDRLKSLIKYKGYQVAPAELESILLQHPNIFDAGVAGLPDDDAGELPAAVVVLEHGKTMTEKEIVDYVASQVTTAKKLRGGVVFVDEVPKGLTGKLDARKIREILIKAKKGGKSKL
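Purified P. pyralis luciferase, 10 nM final, with Km-level 10 uM D-luciferin and 10 uM ATP in 50 mM Tris acetate pH 7.5, 10 mM Mg acetate, 0.01% Tween-20, 0.05% BSA; 6-point qHTS titration about 60 µM downward; luminescence read.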
The depositor's hits bear a star; ? = inconclusive; / = no result given; & = joins results of further samples; [ ] = another dose, or the depositor's remark. Unless noted, calls follow the shape of the dose curve; as a rule, active = well fitted curve in the direction sought with a large enough effect; inconclusive = small, poorly fitted or top-dose-only effect, or another doubt; inactive = no such curve, though single readings can be large; an effect the other way counts as inactive or inconclusive. Potency is read from the fitted curve at half-maximal effect. Rows were taken by chance, and some 13% of all compounds hit somewhere here.

canonical_smiles | VP16 counter | RORgamma inh | MBNL1 CUG block | BRCA1 expr up | NPC1 prom act | uPA generation | p53 reactivator | ELG1 genotoxic | FLuc modulator | Rab9 promoter act
CCN(CC)c1nc(N)c2c(N)nc3c(c2c1C#N)CC(c1ccccc1)O3 (stereo not given) | -17% | -2% | 11% | 0% | 1% | / | -17% | -5% | -3% | 1%
CC(C)(C)OC(=O)NCCCCCNC(=O)c1nc[nH]c1C(=O)NCc1ccccc1 | / | / | / | 0% | -4% | 17% | -1% | -6% | -15% | -6%
CN(C)c1ccnc(N(Cc2ccccc2)Cc2ccccc2)c1C#N | ? | 15% | 2% | 83% | 9% | -7% | 9% | ? | ? | 17%
CCOCCCNC(=O)c1ccc(CS(=O)(=O)Cc2ccc(C)cc2)o1 | -4% | -2% | -2% | 10% | -1% | -7% | 1% | 0% | 1% | 4%
CCCCC(CC)COC(=O)c1ccc(N(C)C)cc1 (stereo not given) | -10%&10% | -1%[10 µM] | / | -3% | 0% | 10% | -4% | 2% | -13% | 1%
CN(C1CCCCC1)S(=O)(=O)c1cccc(C#N)c1 | 10% | 4% | -6% | -10% | -1% | -2% | ? | -1% | -3% | -12%
Cc1c(Cl)c([N+](=O)[O-])nn1CCCC(=O)Nc1cccnc1 | -15% | -8% | ? | -8% | -3% | 4% | 2% | -7% | -3% | 2%
Cc1nc2c(S(=O)(=O)c3ccccc3)cnn2c(C)c1C | -6% | -1% | -2% | 10% | -10% | 1% | -3% | 2% | 4% | -4%
Cc1cc(C)cc(NC(=O)CN2CCN(C(=O)c3cccs3)CC2)c1 | / | / | / | 2% | / | 3% | -5% | 3% | / | /
O=C(CN(Cc1ccc(F)cc1)S(=O)(=O)c1ccccc1)N1CCCCC1 | 0% | 27% | -1% | -4% | -1% | -4% | 0% | 2% | 4% | 5%
S=c1[nH]nc(-c2ccccc2Cl)n1/N=C/C=C/c1ccco1 | -16% | ? | 10% | -7% | -2% | -1% | 4% | 0% | -1% | 1%
CC(=O)c1cccc(NC(=O)C2CCCN(S(C)(=O)=O)C2)c1 (stereo not given) | 2% | 4% | -2% | 0% | -2% | -5% | -2% | -9% | 0% | 2%
CN1CCN(CC(O)COCCOc2ccc(Br)cc2)CC1 (stereo not given) | -10% | 37% | -2% | -8% | -1% | -2% | 24% | 2% | -2% | 2%
CSCCC1NC(=O)NC1=O (stereo not given) | -11% | -2% | -6% | -8% | 0% | -2% | 6% | 0% | 1% | -4%
Cc1sc2ncnc(SC(C)C(=O)N3c4ccccc4Sc4ccccc43)c2c1C (stereo not given) | 4% | -15% | -13% | -46% | -4% | 4% | -14% | -5% | 7% | 1%
COC(=O)c1sccc1NC(=O)c1csc2c1CCCC2 | 15% | ? | 1% | -31% | 2% | / | 8% | ? | ? | 4%
O=C(COC(=O)C1=COCCO1)NCc1ccc(F)cc1 | -6% | -4% | 2% | -7% | 0% | 3% | 5% | 9% | 4% | 16%
O=C1O/C(=C/C(=O)N2CCOCC2)c2ccccc21 | ? | -15% | 15% | -9% | -1% | 4% | -8% | 0% | -1% | 2%
Cc1c(S(=O)(=O)N2CCc3ccccc3C2)c(=O)n(C)c(=O)n1C | -1% | -16% | -5% | 21% | 2% | -9% | -8% | 0% | -1% | -6%
CCN(CC)S(=O)(=O)c1ccc(C)c(NC(=O)/C=C/c2cccs2)c1 | 5% | 42% | / | -24% | 0% | -5% | 5% | -4% | ? | -1%

Other structures follow.
canonical_smiles | VP16 counter | RORgamma inh | MBNL1 CUG block | BRCA1 expr up | NPC1 prom act | uPA generation | p53 reactivator | ELG1 genotoxic | FLuc modulator | Rab9 promoter act
COC(=O)Cc1c(C)nc2nc(-c3ccc(OC)cc3)[nH]n2c1=O | ? | 20% | ? | -18% | 12% | -6% | 10% | ? | 15µM* | 1%
Cc1cccc(OCc2nnc(SCC(=O)c3ccccc3)o2)c1 | -13% | ? | -2% | 23% | 3% | 7% | 25% | 2% | ? | -6%
O=C(c1cc2cc(F)ccc2[nH]1)N1CCN(c2ccc(F)cc2)CC1 | 1% | 5% | -2% | -32% | 5% | -6% | 1% | 1% | 0% | -1%
Cc1nnc(SCc2cccc([N+](=O)[O-])c2)[nH]c1=O | -1% | -7% | ? | 7% | -4% | 1% | 3% | 0% | -19% | -2%
O=C(O)CCCn1cc(NC(=O)c2cc(F)c(F)cc2Cl)cn1 | -16% | -26% | -8% | 28% | 0% | -3% | 12% | -2% | -2% | 0%
CN(C)S(=O)(=O)c1cccc(C(=O)NCCOC(=O)c2cc(F)c(F)cc2Cl)c1 | 4% | 15% | -4% | -16% | 3% | -1% | -3% | -7% | -2% | 1%
COc1ccc(S(=O)(=O)NCc2cccnc2)cc1NC(=O)c1ccc(Cl)cc1 | / | / | / | -20% | 10% | 3% | -2% | -1% | -1% | -2%
CCC(C(=O)Nc1cc(C(=O)O)ccc1C)c1ccccc1 (stereo not given) | -9% | 23% | -4% | 4% | -1% | -2% | 18% | -1% | 0% | 1%
Oc1oc(-c2cccc3ccccc23)nc1/C=N/c1nccs1 | 13µM* | 8.9µM* | 4% | 9% | -6% | -8% | 15% | 4% | 3% | 0%
NC(=O)CN1C(=O)C(=O)N(Cc2ccccc2Cl)C1=O | 5% | -27% | -9% | 1% | -1% | 10% | 4% | -5% | 3% | -2%
O=c1ccc2[n+]([O-])c3ccc(O)cc3oc-2c1 | ? | ? | / | -2% | 2% | -11% | -5% | -10% | 15µM* | 0%
O=C(c1cccs1)N1CCN(Cc2cccc([N+](=O)[O-])c2)CC1 | 12% | 34% | ? | -33% | -3% | -8% | -5% | 4% | 4% | 7%
CCCCn1c(SC(C)C(=O)NCC2CCCO2)nc2cc(C(=O)OC)ccc2c1=O (stereo not given) | / | / | / | -7% | 9% | 6% | -3% | -3% | 1% | -2%
CN(Cc1cnccn1)Cc1nc(Cc2ccccc2Cl)no1 | 3% | 14% | -14% | 17% | 5% | 0% | 0% | -1% | 0% | -3%
COc1ccc2c(c1)C1NC(=S)NC(C)(O2)C1C(=O)Nc1ccc(Cl)cc1 (stereo not given) | -6% | -4% | 2% | -24% | 1% | -4% | -3% | -4% | 3% | -2%
COc1ccc(Cn2c(SCc3ccccc3C)nc3cc(OC)c(OC)cc3c2=N)cc1 | 22µM* | ? | -4% | / | -4% | / | -26% | -20% | -1% | -7%
COc1cc(C)c(NC(=O)COc2cccc3c2OC(C)(C)C3)cc1OC | / | / | / | -16% | -4% | ? | -7% | -12% | -1% | -15%
Cc1cc(C)cc(SCc2noc(C(=O)NC(C)C)c2C(=O)NC(C)C)c1 | -2% | -20% | -2% | -12% | 1% | -5% | / | 0% | 10% | -3%
O=C(O)c1ccc(NC(=O)c2ccco2)c(NC(=O)c2ccco2)c1 | -1% | 16% | -7% | -12% | -3% | -3% | 2% | 0% | 2% | -2%
Cc1nc2ncccn2c1-c1csc(Nc2ccccc2)n1 | ? | -17% | ? | -79% | 2% | -12% | 22% | 10% | -16% | 0%

New compounds follow:
canonical_smiles | VP16 counter | RORgamma inh | MBNL1 CUG block | BRCA1 expr up | NPC1 prom act | uPA generation | p53 reactivator | ELG1 genotoxic | FLuc modulator | Rab9 promoter act
O=C(Nc1ccc(Cl)cc1)c1ccc(Br)cc1F | -10% | 1% | 0% | 52% | 1.4µM* | -23% | 7% | 3.3µM* | 3µM* | 1µM*
Cn1c(C(=O)O)c(C=O)c2ccccc21 | -9% | 0% | -8% | -4% | 1% | 4% | 4% | 2% | -8% | 3%
CCCCCNC1=CC(=O)CC(c2ccccc2)C1 (stereo not given) | -4% | 1% | -2% | -52% | -4% | -17% | -4% | 3% | -5% | 1%
Cc1nc2scc(C)n2c(=O)c1S(=O)(=O)NCCc1ccc(Cl)cc1 | 6% | 3% | 122%[activator] | -11% | -7% | -1% | 0% | -1% | 0% | 1%
O=S1(=O)N=C(N(Cc2cccs2)c2ccc(O)cc2)c2ccccc21 | 2% | 13% | 10% | -22% | -6% | 5% | -3% | -6% | -17% | -1%
NC(=O)c1cc([N+](=O)[O-])ccc1NCc1cnccn1 | / | / | / | 9% | 1% | 19% | 9% | 2% | 2% | -1%
O=S(=O)(c1cccc(C(F)(F)F)c1)N1CCC(c2cc(-c3cccc4ccccc34)n[nH]2)CC1 | -8% | -12% | 6% | -38% | -2% | 5% | -7% | -10% | -1% | -9%
CCOC(=O)c1ccc(NC(=O)COc2ccc(CNC3CCCCC3)cc2OC)cc1 | -22% | -2% | -8% | -2% | 2% | -2% | 1% | -1% | 0% | -1%
CC1(c2cccc(Br)c2)NC(=O)N(CC(=O)NCC2CCCO2)C1=O (stereo not given) | / | / | / | 1% | -4% | -3% | 4% | -3% | 2% | -1%
CCN1CCCc2cc(CN(CCN3CCOCC3)C(=S)Nc3ccc(C)cc3)ccc21 | -20%[10 µM] | 3.5µM* | -13% | -7% | -4% | -3% | 2% | -19% | -3% | -11%
O=C(CNC(=O)c1cc(Cl)cc([N+](=O)[O-])c1)NC1CC1 | / | / | / | 9% | / | 11% | 7% | 1% | / | /

High-throughput results as filed in PubChem.
